# CHOP inhibitor: inhibitors of CHOP promoter induction, primary screen, cell-based, unfolded protein response, luciferase reporter; AID 2732, 2010; CHO-K1 CHOP-promoter luciferase, tunicamycin-induced, 15-18 h; 220,000 compounds, 3.8% hits; inhibition, % at 10 µM;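 active = compounds that reduced the stress-induced luciferase reporter signal by more than about 70% of percent inhibition, limit read from the data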;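 note: 0% = tunicamycin plus vehicle and 100% = wells without tunicamycin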
# EBV gp42 inh: Epstein-Barr virus gp42 inhibitors, primary screen, biochemical, uHTS, fluorescence polarization. Glycoprotein 42 (Epstein-Barr virus (strain AG876)), Q1HVG2. inhibition, % (tested at 21.74 µM). 220,000 compounds, 0.42% hits. Fluorescence polarization binding assay, mP read-out; in the data active = inhibition above about 50%
# TNF necrop inh: inhibitors of TNF-alpha triggered necroptosis, primary screen, cell-based, Jurkat FADD-/-, single concentration | Jurkat FADD-/- TNF necroptosis rescue, ATP luminescence, 24 h; 0 = TNF only, 100 = no-TNF cells | 220,000 compounds, 0.068% hits | activation (protection from cell death), % at 10 µM | AID 463075, 2010;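 active = activation, meaning protection from cell death, of at least 50% relative to plate controls; inactive = activation below 50%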;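 note: necroptosis triggered by 40 ng/mL TNF-alpha added together with compound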
# TRPML3 ag: human TRPML3 channel agonists, primary screen, cell-based, HEK293 TRPML3-YFP, Fluo-8 calcium fluorescence, 3 µM | 100% = the carbachol control signal | 220,000 compounds, 0.29% hits | Mucolipin-3 (Homo sapiens), Q8TDD5 | AID 1448, 2008 | activation, % at 3 µM;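 active = activation above its plate's cutoff, the mean activation of the plate's test wells plus 3 SD, cut at about 12% in these data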;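 note: 0% = DMSO only wells and 100% = carbachol wells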
# Target sequence (Q8TDD5 whole entry, looked up): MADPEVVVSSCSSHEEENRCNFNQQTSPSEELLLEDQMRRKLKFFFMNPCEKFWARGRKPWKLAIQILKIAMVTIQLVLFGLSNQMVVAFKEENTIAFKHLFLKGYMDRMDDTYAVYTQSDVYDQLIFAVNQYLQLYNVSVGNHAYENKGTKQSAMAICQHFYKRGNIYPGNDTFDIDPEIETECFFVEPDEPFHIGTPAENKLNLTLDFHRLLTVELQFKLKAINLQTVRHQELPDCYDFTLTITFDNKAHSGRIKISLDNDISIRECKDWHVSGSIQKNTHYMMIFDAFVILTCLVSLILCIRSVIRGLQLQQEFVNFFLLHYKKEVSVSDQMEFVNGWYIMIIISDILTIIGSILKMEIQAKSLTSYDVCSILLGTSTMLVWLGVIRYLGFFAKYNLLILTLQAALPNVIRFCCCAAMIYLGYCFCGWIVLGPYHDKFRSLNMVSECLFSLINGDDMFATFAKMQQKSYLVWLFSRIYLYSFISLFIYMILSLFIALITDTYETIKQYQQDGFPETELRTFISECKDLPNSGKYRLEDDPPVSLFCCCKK
#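 system = HEK293 cells stably carrying human TRPML3-YFP | doses = one concentration, 3 µM nominal, 0.3% DMSO | timing = dye loading 1 h 37 °C then 30 min ambient, 125 s read | detection = Fluo-8 calcium dye fluorescence, ex 470-495, em 515-575 nm | benchmarks = high control carbachol 87 µM, low control DMSO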
# PPC-1+TRAIL kill: compounds killing PPC-1 cancer cells with TRAIL present, primary screen, TRAIL potentiator project, ATPLite luminescence, uHTS; 220,000 compounds, 0.41% hits; cell killing (% activity), % at 4 µM; PPC-1 cells + TRAIL, ATPLite viability luminescence;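 active = cell killing above 50% in the first pass at 4 µM, then a duplicate retest at 5 µM averaging 50% or more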;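 note: plate controls were cells with TRAIL plus DMSO for no effect and medium-only wells lacking cells for full effect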
# zfTRPN1 agonist: zebrafish TRPN1 channel agonists, primary screen, cell-based, HEK293, calcium fluorescence; transient receptor potential cation channel N1 (TRPN1/NompC), Danio rerio; HEK293 zebrafish TRPN1-YFP, Fluo-8 calcium fluorescence; 100% = response to 87 µM carbachol; activation, % at 3 µM; 220,000 compounds, 0.18% hits;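 active = activation above its plate's cutoff, the mean activation of test wells on that plate plus 3 SD, cut at about 19% in these data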;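 note: 0% = DMSO alone and 100% = 87 µM carbachol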
#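 Material: zebrafish TRPN1-YFP in HEK293 cells. Doses: one dose of 3 µM, 0.3% DMSO. Incubation: dye 1 h 37 °C plus 30 min RT. Measured by: intracellular calcium fluorescence with Fluo-8.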
# NCF1 inh: p47phox/p22phox peptide binding inhibitors, primary screen, biochemical, uHTS, NADPH oxidase regulatory subunit | Neutrophil cytosol factor 1 (Homo sapiens), P14598 | fluorescence polarization, 2 h | inhibition, % at 24.7 µM | 220,000 compounds, 0.53% hits;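 active = inhibition above about 30%, limit read from the data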;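 note: 0% = p47phox with labelled peptide and 100% = labelled peptide alone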
# Target sequence (P14598 whole entry, looked up): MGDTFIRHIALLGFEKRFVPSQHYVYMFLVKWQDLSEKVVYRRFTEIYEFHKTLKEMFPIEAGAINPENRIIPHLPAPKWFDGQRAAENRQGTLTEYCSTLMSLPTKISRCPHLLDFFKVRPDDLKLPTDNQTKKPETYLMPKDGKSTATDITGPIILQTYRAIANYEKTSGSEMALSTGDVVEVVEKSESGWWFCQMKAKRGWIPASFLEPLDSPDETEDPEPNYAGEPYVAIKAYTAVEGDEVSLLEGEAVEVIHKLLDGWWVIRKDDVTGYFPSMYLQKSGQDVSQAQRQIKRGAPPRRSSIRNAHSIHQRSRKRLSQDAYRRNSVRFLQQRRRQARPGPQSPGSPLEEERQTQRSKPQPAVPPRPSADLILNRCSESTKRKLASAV
# Runt-SMMHC FRET: inhibitors of RUNX1 Runt–CBFb-SMMHC binding, primary screen, biochemical, FRET, Cerulean-Runt, Venus-CBFb-SMMHC, uHTS; Cerulean-Runt/Venus-CBFb-SMMHC FRET ratio 530/480, 1 h; 220,000 compounds, 0.74% hits; AID 1434, 2008; inhibition, % at 20 µM;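 active = mean inhibition across duplicate retests at 20 µM reaching about 50%, limit read from the data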;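 note: 0% = DMSO wells and 100% = wells with excess untagged CBFb-SMMHC; inhibitors lower the FRET ratio by blocking Runt binding to CBFb-SMMHC; some results filed as inactive read as strong as hits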
# Mdm2 ligase inh: MDM2-luciferase reporter signal enhancers, primary screen, MDM2 E3 ligase inhibitor project, cell-based, luminescence, 1536-well. cell-based MDM2 ubiquitination luciferase reporter, 2 h; 0 = plate control, 100 = twice control, blank-subtracted. 210,000 compounds, 0.11% hits. AID 1230, 2008. signal enhancement, % at 5 µM;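 active = signal enhancement of 30% or more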;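 note: luminescence tracks abundance of the self-degrading MDM2-luciferase fusion protein; higher signal means inhibition of MDM2 E3 ligase activity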
#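 Material: stable MDM2–luciferase fusion reporter cells / Quantity: 2000 cells/well / Dosing: single 5 µM compound dose, 0.2% final DMSO / Buffer or medium: DMEM / Schedule: 4 h cell settling then 2 h compound exposure, 37 °C / Detection: luminescence with SteadyLite reagent, 15 min at room temperature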
# * hit, by the source's call; . = no result given.
SMILES,CHOP inhibitor,EBV gp42 inh,TNF necrop inh,TRPML3 ag,PPC-1+TRAIL kill,zfTRPN1 agonist,NCF1 inh,Runt-SMMHC FRET,Mdm2 ligase inh
O=C(NC1CCCC1)C(c1ccccc1F)N(C(=O)Cc1cccs1)c1ccc2c(c1)OCCO2 (centres undefined),22,3,0.4,-1.1,12,3.0,-8,2,-5
CCOc1ccc2nc(SCC(=O)N(C)C3CCS(=O)(=O)C3)[nH]c2c1 (centres undefined),-16,2,-2.2,0.3,0,0.9,-5,2,-11
Oc1ccc(N2CCN(c3nc(-c4cccs4)nc4ccccc34)CC2)cc1,43,-15,3.6,0.2,-13,0.7,-8,4,.
CN(C)CCCN1C(=O)CSC1c1ccc([N+](=O)[O-])cc1 (centres undefined),0,-3,1.0,0.6,25,0.2,5,-4,-10
CCN(CC)c1ncc(C)c(=O)[nH]1,22,12,2.6,-0.5,28,0.9,-11,2,-32
Cn1cccc1-c1cc(C(=O)O)[nH]n1,22,1,.,.,12,.,7,7,1
CCn1nc(C)c(NC(=O)/C=C/c2ccc(OC)c(COc3ccc(Br)cc3)c2)c1C,87*,0,0.5,0.9,23,-1.2,-12,2,-10
COc1ccc(-c2[nH]ncc2CN2CCC(c3ccncc3)CC2)cc1F,13,-12,1.7,1.4,17,0.7,-12,4,-62
COc1ccc(N2C(=O)CC2(C#N)c2ccc(OCc3ccccc3)cc2)cc1 (centres undefined),-11,-25,6.7,0.8,11,2.9,-24,-1,-3
C=CCSc1nc2sc(-c3ccccc3)cc2c(=O)n1N,54,-8,0.1,0.5,6,-0.1,2,0,7
c1ccc(CN2CCN(C(c3ccccc3)c3nnnn3Cc3ccccc3)CC2)cc1 (centres undefined),12,-9,0.5,0.4,20,-1.7,-10,1,.
CN1c2ccccc2C(C)(C)C12C=Nc1c(cc(N3CCOCC3)c3ccccc13)O2 (centres undefined),27,1,-11,-0.3,2,0.7,-14,-197,-13
O=C(c1cccc(NS(=O)(=O)c2cccc(F)c2)c1)N1CCN(c2ccccc2)CC1,20,-4,0.8,-0.2,23,-0.8,-6,3,11
CC(=O)c1cccc(S(=O)(=O)N2CCC(C(=O)O)CC2)c1,-1,-4,0.9,0.7,-5,1.6,-6,0,-16
COc1ccc(N2C(=O)C(CC(=O)Nc3ccccc3)N(Cc3ccc4c(c3)OCO4)C2=O)cc1 (centres undefined),-15,-12,-2.3,1.1,22,1.4,-3,-5,-10

# Rewritten with bars between the fields: part of the list above.
SMILES | CHOP inhibitor | EBV gp42 inh | TNF necrop inh | TRPML3 ag | PPC-1+TRAIL kill | zfTRPN1 agonist | NCF1 inh | Runt-SMMHC FRET | Mdm2 ligase inh
c1ccc(CN2CCN(C(c3ccccc3)c3nnnn3Cc3ccccc3)CC2)cc1 (centres undefined) | 12 | -9 | 0.5 | 0.4 | 20 | -1.7 | -10 | 1 | .
CCOc1ccc2nc(SCC(=O)N(C)C3CCS(=O)(=O)C3)[nH]c2c1 (centres undefined) | -16 | 2 | -2.2 | 0.3 | 0 | 0.9 | -5 | 2 | -11
COc1ccc(-c2[nH]ncc2CN2CCC(c3ccncc3)CC2)cc1F | 13 | -12 | 1.7 | 1.4 | 17 | 0.7 | -12 | 4 | -62
CN(C)CCCN1C(=O)CSC1c1ccc([N+](=O)[O-])cc1 (centres undefined) | 0 | -3 | 1.0 | 0.6 | 25 | 0.2 | 5 | -4 | -10

# Next part:
SMILES,CHOP inhibitor,EBV gp42 inh,TNF necrop inh,TRPML3 ag,PPC-1+TRAIL kill,zfTRPN1 agonist,NCF1 inh,Runt-SMMHC FRET,Mdm2 ligase inh
CCOC(=O)CCC(=O)Nc1ccc(S(=O)(=O)N2CCCCC2)cc1,25,3,0.6,0.8,6,1.8,-2,-1,-6
Cn1c(NNC(=O)c2ccccc2F)cc(=O)n(C)c1=O,-7,-13,3.2,-0.4,-14,0.2,6,6,-13
Cc1nc2sc(C(=O)c3ccccc3)c(N)c2c(C)c1C,-2,-14,0.7,-0.2,10,-1.6,0,3,.
CCOc1cc(S(=O)(=O)NC2CC2)c(OCC)cc1-n1cnnn1,37,-32,-0.5,0.6,-4,-0.5,-19,4,8
COc1ccc(-n2ccnc2SCC(=O)NO)cc1,9,-3,-1.5,0.5,3,0.0,-2,0,-8
Cc1nn(-c2ccccc2)c(Cl)c1C1C(C#N)=C(N)Oc2c1c(C)nn2-c1ccccc1 (centres undefined),40,-7,-1.2,0.2,20,-0.3,-3,0,-11
CCOC(=O)CSc1nc2c(c(=O)n(C)c(=O)n2C)n1CCCc1ccccc1,19,5,-3.1,0.2,4,1.4,1,-1,-7
Fc1ccccc1COc1ccc(-c2nnn(Cc3ccccc3F)n2)cc1,56,5,3.5,0.6,19,0.1,4,-3,-12
COc1ccccc1Nc1nc(N)nc(CSC(=S)N2CC(C)CC(C)C2)n1 (centres undefined),59,-3,2.1,0.2,20,-1.7,-12,4,7
CCc1cc(C(=O)N2CCCC(C(=O)c3cccc4ccccc34)C2)n(C)n1 (centres undefined),36,-16,-2.1,2.8,9,3.4,1,0,-1
CC(=O)OC(C)CS(=O)(=O)c1ccccc1 (centres undefined),-11,22,2.1,0.2,7,-0.2,-4,-2,4
COC(=O)C(C(=O)OC)=C(/C=C/C=C/N(C)C)N(C)C,-9,-18,-0.1,0.9,7,0.0,3,-3,2
Cc1ccc(C2=NN(Cc3nnc(-c4ccccc4)o3)C(=O)SC2)cc1,39,-4,1.4,-0.6,14,-1.9,-9,-5,15
O=C(O)/C=C\C(=O)Nc1cc(O)ccc1[N+](=O)[O-],10,-12,0.1,0.7,-8,0.5,-12,0,-7
CC(NC(=O)c1ccncc1)C(C)(C)C (centres undefined),-6,4,0.5,0.2,15,1.1,-7,0,-10
COc1ccc(Cl)cc1NC(=S)N(CCCN1CCOCC1)Cc1cn(C)c2ccccc12,-21,3,3.0,1.7,-4,-1.8,0,44,-7
O=C(OCc1ccccc1)C1=NNC2C(=O)N(c3ccccc3)C(=O)C12 (centres undefined),-12,-3,0.4,-0.1,12,0.5,-5,2,-10
Cn1c(/C(C#N)=C(\O)COc2ccc3ccccc3c2)nc2ccccc21,93*,-13,0.0,0.8,23,1.6,-18,-3,-17
O=C(CN(c1ccc(Cl)cc1)S(=O)(=O)c1ccc(Cl)c([N+](=O)[O-])c1)NCCc1ccc(F)cc1,51,13,0.3,0.0,38,-0.8,3,-10,9
COC(=O)C1=C(C)N(C)C(=S)NC1c1c(OC)ccc2ccccc12 (centres undefined),5,-9,-2.2,1.3,6,-0.9,-20,1,3
Cc1cc(C)n(C(=O)c2ccc(NC(=O)CC(C)C)cc2)n1,7,-2,-0.5,0.6,-14,-0.5,-15,-2,-17
COc1ccc(-n2c(=O)c3ccccc3n(CC(=O)Nc3ccccc3OC)c2=O)cc1,5,0,-0.1,0.7,9,0.3,-2,92,-89
CCn1c(CNC(=O)c2ccco2)nnc1SCC(=O)Nc1cccc(F)c1,0,-13,-0.9,0.5,0,0.0,0,1,-2
CCn1nc(C)c(NC(=O)CCSc2nc(-c3ccco3)cc(C(F)(F)F)n2)c1C,6,3,-1.4,0.1,22,1.7,-24,3,.
CC1CCCN(C(=O)C2c3ccccc3C(=O)N3CCc4ccccc4C23)C1 (centres undefined),-22,-8,-4.4,0.7,1,-0.1,-2,5,-6
Cc1cc2[nH]c(=O)c3ccccc3n2n1,13,-11,-1.1,0.6,18,1.7,-4,-1,-19
CN(C(=O)CSc1nc2cc(Cl)ccc2c(=O)n1Cc1ccco1)C1CCS(=O)(=O)C1 (centres undefined),4,2,1.5,0.3,26,0.2,4,-2,0
COC(=O)c1ccc(NC(=O)COC(=O)CSc2nc(C)cc(C)n2)cc1,9,-5,-0.9,-0.1,36,0.0,-6,-12,-5
COCCN1Cc2cccc(C(=O)NCCCN3CCCC3=O)c2C1=O,-3,8,1.1,0.8,16,0.8,4,1,-6
COc1ccc(-c2noc(CSc3nc4ccccc4c(=O)n3-c3ccccc3)n2)cc1OC,1,3,-3.9,0.9,-5,1.1,0,1,1
Cc1nn(C)c(C)c1NC(=O)CCl,-37,-8,5.6,0.8,0,-0.3,1,2,-7
Cc1nnc(NC(=O)c2cccc(NC(=O)C(C)C)c2)s1,-3,-9,-0.8,0.9,8,1.1,6,-5,14
Cc1ccccc1-n1c(C)nnc1SCc1cc(=O)oc2ccc3ccccc3c12,34,9,2.0,0.8,13,2.0,-9,-2,11
COc1ccc(C(=O)Nn2cnnc2)c(OC)c1,-4,-6,-0.3,0.5,3,-0.7,-12,-2,-18
O=[N+]([O-])c1ccc(SCCO)nc1SCCO,25,-12,-1.2,-0.7,-15,0.5,-10,-8,-9
COc1ccc2nc(SCC(N)=O)[nH]c2c1,28,0,-1.5,0.6,12,0.4,-4,-2,4
O=C(Nc1ccc2c(c1)OCO2)C1CC(c2ccccc2Cl)=NO1 (centres undefined),13,-12,1.4,-0.5,23,-0.5,-5,2,4
CCOc1cccc(C(=O)Nc2cccc(-c3nnc(-c4ccc(C)cc4)o3)c2)c1,105*,-18,-2.5,0.6,21,-0.6,-15,-4,-1
O=C(CSc1nnnn1C1CCCC1)NCc1cccs1,-4,-7,1.9,-0.5,5,-0.7,-4,0,2
COc1cccc2c1OC1(CCN(C(C)C)CC1)N1N=C(c3cccnc3)CC21 (centres undefined),0,-12,4.2,1.1,13,-0.4,-6,-7,-1
CCOCCCn1c(SCc2nc3sc(C(=O)O)c(C)c3c(=O)[nH]2)nnc1-c1ccc(Cl)cc1,-4,-14,1.1,0.3,3,-0.3,-4,-14,3
O=C(CCl)Nc1cccc(S(=O)(=O)NC2=NCCC2)c1,-89,0,-6.6,0.1,22,-0.3,-6,0,.
CCOC(=O)c1ccc(NC(=O)CSCC(=O)OCC(=O)c2ccccc2)cc1,-3,-10,-1.8,0.2,0,-0.1,-15,2,0
CCC(C)n1c(=N)c(C#N)cc2c(=O)n3cc(C)ccc3nc21 (centres undefined),8,-10,-1.5,0.1,.,0.4,-14,.,-9
CC(C)N(Cc1ccccc1)C(=S)NCCN1CCOCC1,-20,-1,0.1,0.5,-1,-1.1,10,2,-10

# High-throughput results from PubChem.
